HSF1 inh – HSF1 inhibitors in luciferase reporter cells, primary screen, cell-based, NIH3T3, luminescence | NIH3T3-HGL HSE-luciferase, MG132-induced, luminescence 8 h; active compounds read low | activity change, negative = inhibition, % at 7.5 µM (by protocol) | 300,000 tested, 0.77% active | AID 2098, 2009;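 active = more than half of replicate wells show activity change below -50%, luminescence cut by over half; inconclusive = some wells, but at most half, below -50%; inactive = no replicate well below -50%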;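 note: luciferase reports HSF-1 transcriptional activity via heat shock element; 0% = median of DMSO wells and -100% = zero luminescence signal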
GSK3A inh – blockers of GSK3A enzyme activity – biochemical, luminescence, cell-free homogeneous, HTS, primary screen. GSK-3 alpha kinase, ADP-Glo luminescence, 60 min. Glycogen synthase kinase-3 alpha (Homo sapiens), P49840. 320,000 tested, 0.1% active. inhibition, % at 10 µM;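 in the data active = inhibition above about 50%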;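 note: GST-tagged GSK-3 alpha with peptide substrate and 25 µM ATP; 0% = DMSO neutral wells and 100% = GW8510 positive control wells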
Target sequence (P49840 whole entry, looked up): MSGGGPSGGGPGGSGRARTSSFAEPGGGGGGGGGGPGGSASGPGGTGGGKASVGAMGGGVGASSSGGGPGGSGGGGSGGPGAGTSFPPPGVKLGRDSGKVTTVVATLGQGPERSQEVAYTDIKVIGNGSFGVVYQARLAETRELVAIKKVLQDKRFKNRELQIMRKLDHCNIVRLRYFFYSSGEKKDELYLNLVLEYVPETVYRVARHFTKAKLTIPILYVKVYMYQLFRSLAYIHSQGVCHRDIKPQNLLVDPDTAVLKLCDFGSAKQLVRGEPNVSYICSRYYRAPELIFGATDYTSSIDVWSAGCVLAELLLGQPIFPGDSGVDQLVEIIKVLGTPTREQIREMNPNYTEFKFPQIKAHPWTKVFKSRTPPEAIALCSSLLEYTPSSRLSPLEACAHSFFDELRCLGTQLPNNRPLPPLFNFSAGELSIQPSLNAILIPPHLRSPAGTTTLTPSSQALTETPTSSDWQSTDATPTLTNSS
AI-2 QS modul – Vibrio harveyi AI-2 quorum sensing modulators, primary screen, JMH597 strain, luminescence/OD600 ratio | Vibrio harveyi JMH597 AI-2 luminescence/OD600 ratio, 9 h; active compounds read low; strain lacks LuxN and CqsS sensors; 0 = neutral-control median | activity change, % at 7.5 µM | 300,000 tested, 0.4% active; in the data active = activity change below about -75%, passing the limit was not always enough; inconclusive = no clear call, values can overlap the other calls;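 note: luminescence divided by OD600 gain over 9 h not by final OD600 alone; inactives centre near 13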
HSP90 refold inh – HSP90 inhibitors, primary screen, cell lysate, luminescence | Rabbit reticulocyte lysate, luciferase refolding luminescence, 3 h | inhibition, % at 5.6 µM | 290,000 tested, 0.91% active;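 active = inhibition above the screen-wide mean plus 3 SD, computed separately per campaign, cut at about 16% in these data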;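 note: 0% = DMSO wells and 100% = 60 µM geldanamycin wells; inhibitors lower the luminescence because luciferase stays unfolded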
GSK3beta inhib – human GSK3beta kinase inhibitors, primary screen, biochemical, cell-free homogeneous, HTS; GST-GSK3beta kinase, ADP-Glo luminescence, 60 min; active compounds read low; activity score (negative = inhibition), % at 10 µM; 300,000 tested, 0.038% active;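 active = more than half of replicate wells score below -50%, meaning over 50% inhibition versus plate controls; inconclusive = some replicates but at most half score below -50%; inactive = no replicate scores below -50%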;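 note: 0% = median DMSO wells and -100% = median GW8510 positive control wells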
Target sequence (P49841 whole entry, looked up): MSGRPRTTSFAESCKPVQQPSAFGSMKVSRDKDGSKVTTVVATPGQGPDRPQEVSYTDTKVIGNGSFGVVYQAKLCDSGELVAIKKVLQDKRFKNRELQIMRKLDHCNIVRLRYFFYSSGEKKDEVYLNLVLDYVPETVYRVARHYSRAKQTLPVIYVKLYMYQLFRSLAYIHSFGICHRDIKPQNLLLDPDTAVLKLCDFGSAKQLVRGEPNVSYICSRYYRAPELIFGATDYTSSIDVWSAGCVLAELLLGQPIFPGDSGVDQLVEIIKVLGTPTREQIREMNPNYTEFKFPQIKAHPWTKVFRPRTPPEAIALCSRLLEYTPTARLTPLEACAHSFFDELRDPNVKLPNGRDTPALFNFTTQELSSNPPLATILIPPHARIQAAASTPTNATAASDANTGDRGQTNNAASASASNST
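Assay system: GST-tagged human GSK3beta kinase, cell-free; Input: 1.6 ng GSK3beta; Medium: Tris/MgCl2 kinase buffer; Timing: 60 min enzyme reaction, room temperature; Signal: ADP-Glo luminescence quantifying ADP generated by kinase; Evaluation: score relative to plate controls; Benchmarks: DMSO neutral wells and GW8510 at 20 µM as positive.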
HSF-1 act – HSF-1 activators, primary screen, NIH3T3-HGL cells, MG132 stress, luminescence, single point. NIH3T3-HGL HSF-1 luciferase reporter, 8 h; 100% = twice DMSO control signal. activation, % at 9 µM. 300,000 tested, 1.7% active. AID 504408, 2011;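 active = mean replicate activation of at least 50% with a set share of replicates each reaching 50%; inconclusive = only one of those two conditions met; inactive = mean below 50% and too few replicates reaching it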;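 note: 0% = median of the neutral control wells and 100% = twice that signal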
KLF5 inh – KLF5 expression inhibitors, primary screen, DLD-1 cells, luminescence | DLD-1 KLF5 promoter-luciferase reporter | inhibition, % at 5 µM | 290,000 tested, 0.23% active;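 active = inhibition above a per-plate limit of that plate's mean compound inhibition plus 3 SD, cut at about 60% in these data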;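 note: 0% = DMSO wells and 100% = LY294002 at 200 µM; higher means less KLF5 promoter-driven luciferase light; inactives centre near -14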
IEC-6 cytotox – cytotoxicity in IEC-6 intestinal epithelial cells, primary screen, cytotoxicity control for KLF5 inhibitor project, cell-based, luminescence; IEC-6 cytotoxicity, luminescence viability; inhibition, % at 5 µM; 290,000 tested, 0.78% active; in the data active = inhibition above about 22%;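 note: 0% = plate median of test compound wells and 100% = cytotoxic reference compound wells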
PolyA inhibitor – polyadenylation inhibitors in yeast reporter cells, primary screen, luminescence, S. cerevisiae; S. cerevisiae SKY197-pL101 polyadenylation reporter, beta-gal luminescence; efflux-impaired pdr1/pdr3 knockout yeast; score 100 = 6 SD above DMSO; 300,000 tested, 0.02% active; calls only at 12 µM;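 active = lowest replicate activity score at least 50, where 100 means six control SD above control mean; inconclusive = lowest score under 50 but half or more replicates reach 50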;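 note: yeast exposed to compound for 9 h at 30 °C; higher score means more reporter readthrough which indicates perturbed polyadenylation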
aSyn 5UTR inh – MLPCN primary screen, SNCA 5' untranslated region; alpha-synuclein 5'UTR reporter, inhibitor activity; inhibition, % (tested at 7.5 µM); 300,000 tested, 0.82% active; AID 1813, 2009; in the data active = inhibition above about 60%; inconclusive = no clear call, values can overlap the other calls;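 note: H4 neuroglioblastoma cells stably carrying SNCA 5'UTR luciferase fusion; 0% = DMSO wells and 100% = positive control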
Starred values were filed as active, the others as inactive; i = inactive; ? = inconclusive; . = not tested or not shown.

#	Compound	HSF1 inh	GSK3A inh	AI-2 QS modul	HSP90 refold inh	GSK3beta inhib	HSF-1 act	KLF5 inh	IEC-6 cytotox	PolyA inhibitor	aSyn 5UTR inh
1	O=C(CSc1ccc(-c2ccc(F)cc2)nn1)NCCc1ccccc1	7	0	5	0	-4	12	-6	-2	i	20
2	Cc1onc(-c2ccccc2Cl)c1C(=O)N1CCN(c2nc3ccccc3s2)CC1	-2	-4	3	2	1	-10	-16	-2	i	-13
3	Cc1cc(=O)[nH]c(N/N=C/c2c(C)nn(-c3ccc(F)cc3)c2Cl)n1	4	-2	12	-3	0	14	-15	-1	i	27
4	N#Cc1nc(-c2ccccc2F)oc1NCc1ccccc1	0	4	-90*	-2	0	-5	-42	3	i	-9
5	CC(CNS(=O)(=O)c1ccccc1)Sc1nncn1C (stereo unspecified)	7	8	22	-3	-3	44	-18	-7	i	7
6	CC(=O)Nc1ccc(C(=O)NCC(c2ccco2)N(C)C)cc1 (stereo unspecified)	0	1	12	-3	2	-18	-22	-3	i	8
7	CC(C)Cc1nnc(NC(=O)Nc2ccccc2)s1	6	-3	11	-2	0	25	-82	0	i	-115
8	O=C(NCC(=O)N(c1ccccc1)C(C(=O)NCC1CCCO1)c1ccccc1)c1ccco1 (stereo unspecified)	-6	-2	33	-2	3	-2	-24	-9	i	-7
9	CCC(=O)N(CC)c1nc(-c2ccc(OC)cc2)cs1	21	.	18	-2	0	26	-100	-3	i	-161
10	CCc1ccc2c(CN3CCc4cc(OC)c(OC)cc4C3)cc(=O)oc2c1	2	0	23	-1	-3	38	-8	-3	i	-36
11	Cc1ccc(N/N=C(\C#N)C(=O)c2ccsc2)cc1	-7	0	5	3	1	3	-52	14	.	-50
12	Cc1cc(C)cc(NC(=O)CN2CCN(CCN=CC3=C(O)CC(c4ccc(Cl)cc4)CC3=O)CC2)c1 (stereo unspecified)	-2	.	34	0	0	5	-3	-4	i	0
13	Cc1cccc(CC(=O)NCC(=O)NCc2cc(=O)n(C)c(=O)n2C)c1	-5	-3	26	-4	2	-3	-49	-1	i	-5
14	CC(Oc1ccc2oc3ccccc3c2c1)C(=O)NC12CC3CC(CC(C3)C1)C2 (stereo unspecified)	5	-2	15	-3	0	-3	-12	-5	i	4
15	Cc1ccc(NC(=O)Cn2nnc(-c3ccc4c(c3)OCO4)n2)cc1F	-4	-1	5	-1	7	4	-29	-3	i	-1
16	CSCCC(NS(=O)(=O)c1cccc(C(F)(F)F)c1)C(=O)N(C)Cc1ccc2c(c1)OCCO2 (stereo unspecified)	15	7	26	3	1	24	-2	2	i	4
17	COc1cc(OC)cc(C(=O)NN2CCOCC2)c1	-5	1	12	2	0	-10	9	-1	i	7
18	NC(=O)c1ccc(NCCc2ccccc2)c([N+](=O)[O-])c1	2	3	26	1	-5	12	-22	0	i	-4
19	Cc1c(Cc2ccccc2)c(=O)oc2cc(OCC(N)=O)ccc12	0	1	26	3	0	5	6	-3	i	14
20	Cc1ccc(C)c(N2CCN(C3CCCC(C)C3)CC2)c1 (stereo unspecified)	3	4	21	-5	1	2	-1	-4	i	-15
21	CCCCC1C2C(=O)N(c3ccccc3)C(=O)C2ON1c1ccccc1 (stereo unspecified)	-5	0	15	-2	0	3	10	-7	i	-15
22	COc1ccc2oc(-c3ccc(C)c(NC(=O)CSc4ccc(Cl)cc4)c3)nc2c1	10	1	3	0	5	5	0	4	i	-133
23	COc1ccc(NS(=O)(=O)c2cn(C)c(=O)n(C)c2=O)cc1	0	0	6	-1	0	-2	-23	-5	i	8
24	O=C1CCCN1CN(C(=O)c1ccccc1)c1ccccc1	2	-3	26	-2	1	4	-10	-2	i	-4

Filtered by structure: the compounds so far containing a cyano group
#	Compound	HSF1 inh	GSK3A inh	AI-2 QS modul	HSP90 refold inh	GSK3beta inhib	HSF-1 act	KLF5 inh	IEC-6 cytotox	PolyA inhibitor	aSyn 5UTR inh
4	N#Cc1nc(-c2ccccc2F)oc1NCc1ccccc1	0	4	-90*	-2	0	-5	-42	3	i	-9
11	Cc1ccc(N/N=C(\C#N)C(=O)c2ccsc2)cc1	-7	0	5	3	1	3	-52	14	.	-50

Following part.
#	Compound	HSF1 inh	GSK3A inh	AI-2 QS modul	HSP90 refold inh	GSK3beta inhib	HSF-1 act	KLF5 inh	IEC-6 cytotox	PolyA inhibitor	aSyn 5UTR inh
25	O=C(O)CSc1ncnc2nc[nH]c12	.	1	6	2	-3	.	-24	0	.	2
26	CCOc1ccc(C2C(C#N)=C(N)Oc3cc(C)n(Cc4ccco4)c(=O)c32)cc1OC (stereo unspecified)	2	-2	22	6	1	4	-15	10	i	13
27	CSc1nnc(-c2ccccc2Cl)o1	-3	-4	-7	5	-9	2	-23	-1	i	-40
28	Cc1[nH]n(-c2ncc(-c3ccc(Cl)cc3)s2)c(=O)c1C(c1ccc(Cl)cc1)C(C#N)C#N (stereo unspecified)	10	-1	29	1	1	19	-29	1	i	-14
29	COC(=O)c1cccc(NC(=O)CCNC(=O)c2ccc([N+](=O)[O-])cc2)c1	-2	-1	11	-1	1	6	-12	6	i	-1
30	COCC(C)n1c(SCC(=O)NC(=O)Nc2ccc3c(c2)OCCO3)nc2ccccc2c1=O (stereo unspecified)	-2	-7	6	-3	-3	-8	-21	9	i	-58
31	CCC(C)[C@H](N)c1nnc(SCc2cccc(F)c2)o1 (stereo partly specified)	3	3	16	-4	1	6	-11	0	i	-18
32	COC(=O)c1ccc(CSc2nnc(-c3ccc4c(c3)OCO4)n2-c2ccccc2)o1	3	0	5	-3	-1	15	5	-1	i	19
33	Cc1cccc(C(=O)NNC(=O)c2ccccc2C)c1	-9	3	15	-2	1	0	-9	-1	i	-34
34	CCN(CC)S(=O)(=O)c1cccc(S(=O)(=O)N2CCCCC2)c1	3	-1	17	2	3	0	-29	-1	i	7
35	CC1CCN(CCOCCOc2ccccc2-c2ccccc2)CC1	-3	0	-7	0	-2	-7	3	2	i	-6
36	O=C(COC(=O)/C=C/c1ccc(S(=O)(=O)N2CCOCC2)cc1)NCc1ccccc1	-5	0	10	-1	4	-13	-42	3	i	-30
37	CCN(CC(=O)NCc1cccs1)S(=O)(=O)c1ccccc1Cl	0	-2	28	.	-1	-5	.	.	i	5
38	O=C(Nc1cccc(NC(=O)c2ccc(Br)o2)n1)c1ccc(Br)o1	3	1	.	-5	.	0	-16	0	i	-9
39	COc1cccc(CC(=O)Nc2cc(C(F)(F)F)ccc2N2CCCC2)c1	6	-2	12	3	-1	9	-22	3	i	-26
40	CN(C)/N=C/c1ccc(Sc2ccccc2[N+](=O)[O-])o1	9	0	17	-1	-1	6	-14	6	i	-3

An excerpt from further up, as a working copy:
#	Compound	HSF1 inh	GSK3A inh	AI-2 QS modul	HSP90 refold inh	GSK3beta inhib	HSF-1 act	KLF5 inh	IEC-6 cytotox	PolyA inhibitor	aSyn 5UTR inh
33	Cc1cccc(C(=O)NNC(=O)c2ccccc2C)c1	-9	3	15	-2	1	0	-9	-1	i	-34
34	CCN(CC)S(=O)(=O)c1cccc(S(=O)(=O)N2CCCCC2)c1	3	-1	17	2	3	0	-29	-1	i	7
35	CC1CCN(CCOCCOc2ccccc2-c2ccccc2)CC1	-3	0	-7	0	-2	-7	3	2	i	-6
36	O=C(COC(=O)/C=C/c1ccc(S(=O)(=O)N2CCOCC2)cc1)NCc1ccccc1	-5	0	10	-1	4	-13	-42	3	i	-30

Continuation.
#	Compound	HSF1 inh	GSK3A inh	AI-2 QS modul	HSP90 refold inh	GSK3beta inhib	HSF-1 act	KLF5 inh	IEC-6 cytotox	PolyA inhibitor	aSyn 5UTR inh
41	COc1cccc(C(=O)NCC2CCCN(C3CCCCC3)C2)c1OC (stereo unspecified)	1	-3	31	4	1	11	-37	-10	i	12
42	CCc1ccccc1NC(=O)N1CCC(NC(=O)C(Cc2ccccc2)NC(C)=O)CC1 (stereo unspecified)	.	0	18	1	1	.	-22	-4	i	31
43	O=S(=O)(/C=C/c1ccccc1)Nc1ccc(F)cc1	2	-3	-11	-3	1	1	-2	-6	i	-4
44	O=C(CCc1nnc(COc2ccccc2)o1)NCc1ccccc1	-7	-3	3	0	2	9	4	-4	i	3
45	COc1ccccc1NC(=O)Nc1cnccn1	-6	-4	23	0	0	0	-5	12	i	36
46	CC(C)CCn1c(O)c(N=Nc2ccccn2)c2ccccc21	1	-2	9	3	-5	2	-7	7	i	-60
47	COc1ccc(-n2c(C)nc3cc(C(=O)NCCN4CCOCC4)ccc32)cc1	-3	0	16	8	4	5	2	8	.	-22
48	Cc1ccc(N2CC(=O)Nc3c(sc4nc(C)cc(C)c34)C2=O)cc1	2	0	19	-3	2	2	-27	-3	i	0

The closing two compounds of the section before are carried over, then new ones follow.
#	Compound	HSF1 inh	GSK3A inh	AI-2 QS modul	HSP90 refold inh	GSK3beta inhib	HSF-1 act	KLF5 inh	IEC-6 cytotox	PolyA inhibitor	aSyn 5UTR inh
47	COc1ccc(-n2c(C)nc3cc(C(=O)NCCN4CCOCC4)ccc32)cc1	-3	0	16	8	4	5	2	8	.	-22
48	Cc1ccc(N2CC(=O)Nc3c(sc4nc(C)cc(C)c34)C2=O)cc1	2	0	19	-3	2	2	-27	-3	i	0
49	Cc1ccccc1Nc1nc(N)nc(COC(=O)c2cccn2C)n1	1	0	6	0	0	7	-84	-2	i	-122
50	COC(=O)C(C)n1cnc2c(nnn2Cc2ccc(Cl)cc2)c1=O (stereo unspecified)	0	-1	9	-2	2	11	4	-7	i	11
51	Cc1ccc(OCC(=O)Nc2ccc(CN3CCOCC3)cc2)cc1C	-8	-1	23	-1	-3	-11	-24	-5	i	18
52	COc1cc(NC(=O)c2cc3sccc3n2C)cc(OC)c1	39	-3	67	-3	-1	?	31	3	i	-232
53	Cc1cc(C)n(CCN(C)C(=O)CCc2nnc(CCC3CCCCC3)o2)n1	19	-5	17	3	2	?	-92	3	i	-145
54	COc1ccc(C(=O)NC2CC2)cc1OC1CCN(Cc2ccc(F)cc2F)CC1	2	0	12	-4	3	2	-25	-2	i	19

Screening data: PubChem BioAssay, several laboratories

Only part of the results is shown; the hit share may differ from the screen's.
